Source: PubChem (National Center for Advancing Translational Sciences (NCATS))
TrxR1 substrate – qHTS Assay for Substrates of Mammalian Selenoprotein Thioredoxin Reductase 1 (TrxR1): qHTS. Thioredoxin reductase 1, cytoplasmic (Rattus norvegicus), O89049. Potency, µM (series often up to 114 µM), for inactives: at the top dose activity change, negative = substrate turnover. actives 0.01% (n = 390,000). purified TrxR1 substrate turnover, NADPH consumption readout; note: % is set by controls: 0 for no effect and ±100 for the full control effect; nearly all actives have a fitted effect of over 50% in size
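Rat TrxR1, dispensed at 90 nM, was prereduced with 400 uM NADPH (final) for 5 min at ~22 deg C, then incubated with compound 15 min before 400 uM selenite. A first-read NADPH fluorescence drop versus no-compound background flagged substrates.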
rTrxR1 inhibitor – qHTS Assay for Inhibitors of Mammalian Selenoprotein Thioredoxin Reductase 1 (TrxR1): qHTS | Thioredoxin reductase 1, cytoplasmic (Rattus norvegicus), O89049 | recombinant rTrxR1, NADPH fluorescence consumption, selenite substrate | Potency, µM (titrated, usually from 114 µM), for the others: at the highest dose activity change, negative = inhibition, hits mostly inhibitors | actives 1% (n = 390,000); note: % is set by controls: 0 for no effect and ±100 for the full control effect; nearly all actives have a fitted effect of over 65% in size
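Rat TrxR1 (90 nM in the dispensed reagent) was pre-reduced with 400 uM NADPH for 5 min at room temperature, then incubated with compound for 15 min. After 400 uM selenite was added, NADPH fluorescence (Ex 340/Em 450 nm) was followed for 8 min.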
mIDH1 inhibitor – qHTS for Inhibitors of mutant isocitrate dehydrogenase 1 (IDH1): qHTS; Isocitrate dehydrogenase [NADP] cytoplasmic (Homo sapiens), O75874; IDH1-R132H enzyme, NADPH consumption, diaphorase/resazurin fluorescence; Potency, µM (highest dose often 76.6 µM), for inactives: top-dose activity change, negative = inhibition, hits mostly inhibitors; actives 0.093% (n = 390,000); note: % is set by controls: 0 for no effect and ±100 for the full control effect; nearly all actives have a fitted effect of over 65% in size
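IDH1-R132H (0.5 ug/mL) preincubated 30 min with compound, then NADPH (0.016 mM) and alpha-KG (2 mM) added; 80 min at RT, pH 7.5. Remaining NADPH coupled via diaphorase/resazurin to fluorescence (540/590 nm); concentration-response curves normalized to no-enzyme control.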
Vif-A3F inh – qHTS for Inhibitors of Vif-A3F Interactions: qHTS; HeLa A3F-eYFP + Vif (tagged APOBEC3F with the HIV-1 protein that degrades it), YFP fluorescence increase; Potency, µM (highest dose often 46.1 µM), without a hit: top-dose activity, negative = active; actives 0.2% (n = 390,000); AID 602313, 2012; note: % of control where 0% means no effect; nearly all actives have a fitted effect of over 65% in size
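Fluorescence increase (Ex 488/Em 500-530) after overnight compound treatment at 37 deg C flags inhibition of Vif-driven A3F-eYFP loss in stable HeLa A3F-eYFP/Vif cells seeded overnight beforehand.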
12-LOX inh – Primary qHTS assay for inhibitors of human arachidonate 12S-lipoxygenase (ALOX12): Round 2; AID 1671190, 2021; actives 1.1% (n = 580,000); Potency, µM (highest dose often 108 µM), without a hit: at the highest dose activity change, negative = inhibition, actives largely listed as inhibitors; Polyunsaturated fatty acid lipoxygenase ALOX12 (Homo sapiens), P18054; purified 12hLO, xylenol orange hydroperoxide absorbance; note: % is set by controls: 0 for no effect and ±100 for the full control effect
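Purified human 12hLO (150 nM final) in 25 mM Hepes, 0.01% Triton X-100, pH 7.0 was preincubated 15 min at room temperature with compound. Then 40 uM arachidonic acid was added, 30 min. Hydroperoxide was read by Fe-XO absorbance ratio 573/405 nm.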
USP1-UAF1 inh – Inhibitors of USP1/UAF1: Primary Screen | Ubiquitin carboxyl-terminal hydrolase 1 (Homo sapiens), O94782 | recombinant USP1/UAF1, Ub-Rhodamine cleavage fluorescence | Potency, µM (top dose mostly 57.1 µM), for the others: at the highest dose activity change, negative = inhibition, actives largely listed as inhibitors | actives 0.23% (n = 390,000); note: % is set by controls: 0 for no effect and ±100 for the full control effect; nearly all actives have a fitted effect of over 60% in size; inactives centre near -12
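1 nM enzyme complex + cpd, 15 min RT; start with Ub-Rho 150nM final; kinetic fluorescence ex 480/em 540, 6 reads q60 s. Buffer 50mM HEPES pH 7.8, 0.5mM EDTA, 0.1 mg/ml BSA, 1mM TCEP, 0.01% Tween-20.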
Vif-A3G inh – qHTS for Inhibitors of Vif-A3G Interactions: qHTS; Potency, µM (highest dose often 46.1 µM), inactives show at the highest dose activity, negative = active, most hits filed as inhibitors; actives 0.076% (n = 410,000); HeLa A3G-eYFP + Vif (tagged APOBEC3G with the HIV-1 protein that degrades it), YFP fluorescence, overnight; DNA dC->dU-editing enzyme APOBEC-3G (Homo sapiens), Q9HC16;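 note: % is set by controls: 0 for no effect and ±100 for the full control effect; nearly all actives have a fitted effect of over 60% in size; hits raise eYFP signal because A3G escapes Vif-driven loss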
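Read-out is eYFP fluorescence (Ex 488/Em 500-530) from Vif-expressing HeLa A3G-eYFP cells; more signal means A3G escaped Vif-mediated degradation. Cells plated overnight, compound pinned in, incubated overnight at 37 deg C.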
RGS4 inhibitor – Inhibitors of Regulator of G Protein Signaling (RGS) 4: qHTS; Regulator of G-protein signaling 4 (Homo sapiens), P49798; Potency, µM (highest dose often 114 µM), for the others: at the highest dose activity change, negative = inhibition, most hits filed as inhibitors; AID 504845, 2011; Transcreener GDP fluorescence polarization, RGS4-accelerated GTP hydrolysis; actives 0.039% (n = 390,000); note: % is set by controls: 0 for no effect and ±100 for the full control effect; nearly all actives have a fitted effect of over 75% in size; some results filed as inactive show a strong effect at the top dose
Target sequence (P49798 whole entry, looked up): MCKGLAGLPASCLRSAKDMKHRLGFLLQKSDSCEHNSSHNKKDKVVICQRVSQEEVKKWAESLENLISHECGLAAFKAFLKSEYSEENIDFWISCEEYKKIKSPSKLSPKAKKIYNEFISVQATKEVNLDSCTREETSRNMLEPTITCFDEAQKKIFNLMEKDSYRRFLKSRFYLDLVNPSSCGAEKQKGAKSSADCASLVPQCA
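MLSMR compounds (23 nl, pin-transferred) preincubated 10 min at room temperature with a 500nM (2x) first reagent, then RGS4 at 900nM (2x) plus Transcreener GDP mix added; fluorescence polarization (620/688 nm) read before and after 90 min at 30 °C.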
RXFP1 ag – qHTS Assay for Agonists of the Relaxin Receptor RXFP1. Potency, µM (highest dose often 57.5 µM), for inactives: at the highest dose activation, usual class: activators. AID 2676, 2010. Relaxin receptor 1 (Homo sapiens), Q9HBX9. HEK293T-RXFP1 cAMP TR-FRET, 30 min; response scale: percent of porcine relaxin response, buffer zero. actives 0.3% (n = 370,000); note: % is set by controls: 0 for no effect and ±100 for the full control effect; nearly all actives have a fitted effect of over 60% in size; many of its hits are not listed in these tables
Target sequence (Q9HBX9 whole entry, looked up): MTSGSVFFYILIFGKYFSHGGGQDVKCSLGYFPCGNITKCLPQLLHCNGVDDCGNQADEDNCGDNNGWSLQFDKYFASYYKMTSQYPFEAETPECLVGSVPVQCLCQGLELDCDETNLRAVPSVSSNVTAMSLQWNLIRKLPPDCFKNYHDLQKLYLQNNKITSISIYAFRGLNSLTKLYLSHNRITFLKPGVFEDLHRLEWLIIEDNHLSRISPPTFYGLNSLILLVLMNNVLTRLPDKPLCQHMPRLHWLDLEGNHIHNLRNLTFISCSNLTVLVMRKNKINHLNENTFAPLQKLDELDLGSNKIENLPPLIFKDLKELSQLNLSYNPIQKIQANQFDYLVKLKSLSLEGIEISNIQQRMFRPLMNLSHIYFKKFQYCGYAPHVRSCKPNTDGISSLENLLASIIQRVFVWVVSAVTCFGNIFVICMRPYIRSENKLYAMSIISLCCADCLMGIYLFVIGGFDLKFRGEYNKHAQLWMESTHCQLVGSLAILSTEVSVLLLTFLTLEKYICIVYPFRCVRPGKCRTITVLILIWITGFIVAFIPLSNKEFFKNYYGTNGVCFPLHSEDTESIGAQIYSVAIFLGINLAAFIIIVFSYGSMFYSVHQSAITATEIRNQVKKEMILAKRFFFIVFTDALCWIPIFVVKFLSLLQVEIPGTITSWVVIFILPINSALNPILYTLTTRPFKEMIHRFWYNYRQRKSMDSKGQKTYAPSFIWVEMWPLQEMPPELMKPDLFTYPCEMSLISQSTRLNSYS
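HEK293T cells stably expressing RXFP1 were pretreated with the PDE4 inhibitor Ro 20174, exposed to compounds for 30 min at 37C, lysed, and cAMP was read by TR-FRET. Data normalized to buffer (basal) and 29 nM porcine relaxin (100%).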
The depositor's hits bear a star; u = inconclusive; x = not tested or not shown; & = joins results of further samples; [ ] = remark or other dose. Calls come from the whole dose curve; as a rule, active = well fitted curve in the direction sought with a large enough effect; inconclusive = small, poorly fitted or top-dose-only effect, or another doubt; inactive = no such curve, though single readings can be large; an effect the other way counts as inactive or inconclusive. Potency is the fitted concentration of half-maximal effect.

SMILES	TrxR1 substrate	rTrxR1 inhibitor	mIDH1 inhibitor	Vif-A3F inh	12-LOX inh	USP1-UAF1 inh	Vif-A3G inh	RGS4 inhibitor	RXFP1 ag
COc1ccc(N2CCN(C(=O)c3oc4c(c3C)C(=O)CCC4)CC2)cc1	12%	28%	18%	9%	-17%	-17%	1%	7%	-0.1%
CN(C)S(=O)(=O)c1cccc(NC(=O)CCc2c[nH]c3ccccc23)c1	-4%	17%[57.1 µM]	6%	6%	-5%	-15%	1%	6%	-0.8%
COc1cc(C(=O)Sc2ccc(C)cc2)cc(OC)c1OC	-4%	u	-1%	5%	-14%	-12%	-1%	5%	3.2%
COc1ccc2c(=O)c3c(=O)n(Cc4ccco4)c(-c4ccccc4)nc3oc2c1	2%[57.1 µM]	u	-5%	-8%	u	-14%	0%	-10%	-2.6%
COc1cc(C(=O)Nc2cc3c(cc2C)n(C)c(=O)c(=O)n3C)cc(OC)c1OC	-2%	0%	2%	-19%	-23%	1%	-2%	-3%	19%
Cc1ccccc1CNCCCSc1ncccn1	5%[57.1 µM]	2%[57.1 µM]	5%	2%	u	-17%	-3%	11%	0.0%
CNc1ccc(S(=O)(=O)NCC(=O)NCCCc2ccccc2)cc1[N+](=O)[O-]	-3%	65%[activator]	6%	5%	x	-18%	-14%	u	1.7%
COc1ccc(OCCSc2nnc3c(Cl)cc(Cl)cn23)cc1	-5%	-15%	4%	3%	10%	-13%	0%	-8%	-0.1%
COc1ccc(NC(=O)COc2coc(CN3CCc4ccccc4C3)cc2=O)cc1	9%	13%	3%	-4%	-5%	-14%	-1%	1%	0.7%
Cc1cccc(NC(=O)C(c2ccccc2Cl)N2CCOCC2)c1 (stereo not given)	11%	23%[57.1 µM]	3%	1%	-8%	-3%	0%	-12%	-1.7%
COc1ccc(-c2oc(NC(=O)CCl)c(C#N)c2-c2ccc(OC)cc2)cc1	-20%[11.4 µM]	-65%[57.1 µM]	29µM*	-2%	u	u	-26%	u	-1.2%
COc1ccc(/C=C/c2c(-c3ccccc3OC)sc3ccccc23)cc1OC	19%	15%[2.29 µM]	-11%[38.3 µM]	2%	u	-18%	2%	-6%	x
Cc1ccc2oc(=O)n(CCNC(=O)Nc3ccccc3C)c2c1	66%[activator]	41%	0%	0%	-10%	-17%	3%	-5%	1.7%
OCCN1CCN(C(=S)Nc2cccc(C(F)(F)F)c2)CC1	-1%&3%	-14%&-3%	-6%&12%	11%&0%	u	-1%&-16%	1%&4%	-6%	1.2%
O=C1C(=O)N(CCCN2CCOCC2)C(c2ccc([N+](=O)[O-])cc2)/C1=C(\O)c1ccc2c(c1)OCCO2 (stereo not given)	-14%	-22%	-4%	1%	-20%	-8%	2%	14%	-3.8%

Entries of single compounds as entered above.
Cc1ccc2oc(=O)n(CCNC(=O)Nc3ccccc3C)c2c1 is entered as TrxR1 substrate = 66%[activator]; rTrxR1 inhibitor = 41%; mIDH1 inhibitor = 0%; Vif-A3F inh = 0%; 12-LOX inh = -10%; USP1-UAF1 inh = -17%; Vif-A3G inh = 3%; RGS4 inhibitor = -5%; RXFP1 ag = 1.7%
COc1cc(C(=O)Nc2cc3c(cc2C)n(C)c(=O)c(=O)n3C)cc(OC)c1OC is entered as TrxR1 substrate = -2%; rTrxR1 inhibitor = 0%; mIDH1 inhibitor = 2%; Vif-A3F inh = -19%; 12-LOX inh = -23%; USP1-UAF1 inh = 1%; Vif-A3G inh = -2%; RGS4 inhibitor = -3%; RXFP1 ag = 19%

Additional compounds follow.
SMILES	TrxR1 substrate	rTrxR1 inhibitor	mIDH1 inhibitor	Vif-A3F inh	12-LOX inh	USP1-UAF1 inh	Vif-A3G inh	RGS4 inhibitor	RXFP1 ag
COc1ccc(-c2cc(C(=O)Oc3ccc(C)c(C)c3)c3ccccc3n2)cc1	110%[activator]	70%[activator]	-11%	6%	0%	-20%	9%	9%	-0.7%
COc1ccc2oc(=O)cc(CN3CCN(C(=O)c4ccccc4Br)CC3)c2c1	0%	1%	16%	0%	-27%	-9%	0%	-14%	1.0%
OCc1ccc(O)c2ncccc12	-4%	u	2%	2%	u	-10%	-14%	2%	-2.0%
O=C(Cc1c2ccccc2nc2ccccc12)c1ccccc1	-3%	-8%	-4%	6%	-15%	-25%	0%	-14%	0.5%
Cc1cc(N2CCN(c3ccccc3)CC2)n2c(n1)nc1ccccc12	7%	13%	1%	-9%	17%	-10%	-10%	1%	1.1%
CCn1c(=O)c2sccc2n2c(CCC(=O)Nc3ccc(F)cc3)nnc12	6%	14%	-3%	-3%	-15%	-17%	-2%	-16%	u
O=C(Cn1cc(C(F)(F)F)ccc1=O)N1CCc2ccccc2C1	1%	19%	3%	-10%	-12%	-9%	1%	25%	1.2%
CCc1ccc(Nc2nnc(SCC(=O)Nc3sccc3C(N)=O)s2)cc1	-3%	-2%	2%	-5%	-16%	-23%	-3%	-53%	-0.1%
CC(=O)c1cccc(NCC(=O)N2CCN(S(=O)(=O)c3ccccc3)CC2)c1	8%	28%	-3%	-8%	132%[activator]	-27%	-2%	1%	-0.3%
CN(C)c1ccc(/C=N/NC(=O)CN2CCCCC2)cc1Br	4%	8%	2%	2%	0%	-11%	0%	12%	-0.6%
CCOn1c(=O)c(=O)n(O)c2ccccc21	0%[57.1 µM]	11%[57.1 µM]	-2%	0%	-7%	-9%	3%	-10%	0.5%
CCN(C(=O)COC(=O)c1cc([N+](=O)[O-])ccc1N1CCOCC1)C1CCS(=O)(=O)C1 (stereo not given)	0%	-1%	1%	-13%	-2%	-2%	1%	-7%	-0.2%
CCOC(=O)NC(NC(=S)Nc1ccccc1[N+](=O)[O-])C(Cl)(Cl)Cl (stereo not given)	5%	u	18%	-7%	u	-9%	0%	-14%	-0.5%
O=C(CNC(=O)c1ccc(Br)o1)NNC(=O)c1ccccc1F	-8%	-10%	3%	-7%	x	-13%	1%	34%	-1.1%
CCCCNC(=O)COC(=O)c1cc(S(=O)(=O)N2CCCCCC2)ccc1OC	-1%	6%	-1%	x	29%	-3%	-4%	0%	2.0%
COc1cc(NC(=S)NCCN2CCOCC2)cc(OC)c1OC	0%	-17%	6%	-6%	-8%	-10%	-10%	16%[11.4 µM]	-1.1%
CC(=O)c1c(C)[nH]c(C(=O)OCC(=O)N2CCc3ccccc3C2)c1C	3%	8%	-3%	-2%	-27%	-6%	-1%	5%	-0.1%
C/C(=N\NC(=S)NC(C)C)c1ccc(Cl)c([N+](=O)[O-])c1	6%	37%[activator]	4%	u	u	-25%	1%	-2%	-0.4%
Cn1cccc1C(=O)OCC(=O)N1CCc2ccccc2C1	x	x	2%	4%	12%	0%	0%	x	x
NC(=O)C1CCN(C(=O)C(=O)c2cn(CC(=O)N3CCCCCC3)c3ccccc23)CC1	-6%	12%	3%	2%	0%	-11%	1%	16%	0.0%
Cc1cc(=O)[nH]c(NN)n1	-1%	22%	-19%	1%	-38%	-7%	2%	33%[11.4 µM]	0.0%
COc1ccc(CCNC(=O)CSc2ccc(-c3cccs3)nn2)cc1	-7%	15%[57.1 µM]	-1%	10%	10%&-7%	-12%	-6%	7%	6.7%
O=C(COC(=O)Cc1cccc(C(F)(F)F)c1)NC1CC1	0%	5%	-4%	1%	-8%	-22%	-5%	0%[11.4 µM]	-1.1%
Cc1ccccc1-c1nc(CN2CCC(C(=O)NCC3CCCO3)CC2)c(C)o1 (stereo not given)	-3%	9%[57.1 µM]	-1%	6%	0%	-2%	2%	29%	2.1%
O=C(CN1CCN(c2ccccn2)CC1)Nc1ccccc1Br	-10%	-3%	-4%	-3%	6%	-15%	2%	-12%	1.2%
Cc1nc2ccccc2n1CC(O)COc1ccc(Br)cc1 (stereo not given)	-1%[57.1 µM]	12%[57.1 µM]	5%	-11%	3%	-5%	2%	-3%	-2.8%
NC(=O)C(c1ccccc1)C1CCCC1 (stereo not given)	10%[57.1 µM]	19%[57.1 µM]	1%	6%	0%	2%	1%	27%	2.0%
CCC(=O)N1N=C(c2ccc(NS(C)(=O)=O)cc2)CC1c1ccc(N(C)C)cc1 (stereo not given)	4%	8%	5%	5%	19%	-13%	-3%	-4%	1.7%
C(=N\n1c2ccccc2c2ccccc21)/c1ccccc1	-15%	-17%	3%	1%	32%	-9%	-7%	4%	-1.2%
O=C(CN1CCC(n2nnc3cc(C(F)(F)F)ccc32)CC1)NCc1cccs1	-4%	5%	-8%	-3%	0%	-14%	3%	-13%	-0.5%

These rows are one share of the data; rates above refer to the full screens.
